High-throughput results (PubChem BioAssay)
FEN1 inh – qHTS Assay for the Inhibitors of Human Flap endonuclease 1 (FEN1) | Recombinant FEN1 flap cleavage, fluorescence, 15 min | Potency, µM (highest dose often 114 µM), inactives show top-dose activity change, negative = inhibition, most hits filed as inhibitors | 0.35% of 390,000 active; also: nearly all actives have a fitted effect of over 65% in size
Target sequence (P39748 whole entry, looked up): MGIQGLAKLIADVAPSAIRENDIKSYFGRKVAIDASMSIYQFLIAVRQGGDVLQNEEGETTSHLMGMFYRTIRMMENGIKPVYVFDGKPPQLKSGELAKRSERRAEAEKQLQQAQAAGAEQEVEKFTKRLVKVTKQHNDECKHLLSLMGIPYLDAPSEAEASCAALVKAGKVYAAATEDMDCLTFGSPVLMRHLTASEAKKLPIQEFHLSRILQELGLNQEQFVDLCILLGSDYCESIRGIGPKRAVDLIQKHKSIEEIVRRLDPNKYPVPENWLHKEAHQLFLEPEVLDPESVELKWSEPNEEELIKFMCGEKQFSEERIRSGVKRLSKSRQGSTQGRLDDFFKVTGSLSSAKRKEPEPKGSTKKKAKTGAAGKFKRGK
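With each library titrated from low to high concentration, compounds met 10 nM FEN1 for 15 min at room temperature before 50 nM substrate was added; readings at 0 and 15 min fed four-parameter Hill curve fits.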
N370S GC mod – qHTS Assay for Inhibitors and Activators of N370S glucocerebrosidase as a Potential Chaperone Treatment of Gaucher Disease | Lysosomal acid glucosylceramidase (Homo sapiens), P04062 | N370S GC spleen homogenate, 4MU-glucoside fluorescence | Potency, µM (titrated, usually from 59.4 µM), for inactives: at the highest dose activity change, negative = inhibition, actives largely listed as inhibitors | 0.092% of 330,000 active | AID 2101, 2009;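 also: 0% = full enzyme activity and -100% = no enzyme basal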
DT40 TDP1 CPT – qHTS for Inhibitors of human tyrosyl-DNA phosphodiesterase 1 (TDP1): qHTS in cells in presence of CPT; chicken DT40 Tdp1-/-;hTDP1 cells + 20 nM CPT, ATP luminescence, 48 h; Potency, µM (top dose mostly 46.2 µM), for the others: top-dose activity change, negative = growth inhibition, most hits filed as inhibitors; 12% of 420,000 active; AID 686979, 2013; also: nearly all actives have a fitted effect of over 55% in size
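Chicken DT40 Tdp1-/- cells stably complemented with human TDP1 were seeded at 400 cells/well in medium containing 20 nM camptothecin, exposed to pin-transferred compounds, and grown at 37 °C for at least 48 hr. Viability was read as ATP luminescence.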
Numbers without * were called inactive; ? = inconclusive; · = not tested or not shown; & = joins results of further samples; [ ] = another dose, or the depositor's remark. Calls follow the shape of the dose curve; as a rule, active = well fitted curve in the direction sought with a large enough effect; inconclusive = small, poorly fitted or top-dose-only effect, or another doubt; inactive = no such curve, though single readings can be large; an effect the other way counts as inactive or inconclusive. Unless noted, % is scaled to controls: 0 for no effect and ±100 for the full control effect; potency is read from the fitted curve at half-maximal effect. Some of the compounds tested. The share of hits here may be higher or lower than overall.

SMILES	FEN1 inh	N370S GC mod	DT40 TDP1 CPT
Cc1ccccc1Cn1c2ccccc2c2cnn(CC(=O)NCC(C)c3ccccc3)c(=O)c21 (stereo not drawn)	-3.5%	·	?
Cc1cc2ccccc2n1CCNC(=O)c1cccc(Cl)c1	5.4%	·	14.6µM*
COc1ccc(NS(=O)(=O)Cc2ccccc2)cc1OC	-6.2%	-13.1%	-10.7%
NC(=O)c1ncn([C@@H]2O[C@H](CNC(=O)[C@@H](N)Cc3cccnc3)[C@@H](O)[C@H]2O)n1	-4.3%	·	5.4%
C/C(=C\c1ccccc1)CN1CCN(Cc2ccc(C)o2)C(CCO)C1 (stereo not drawn)	-5.9%	-2.8%	-14.2%
Cc1cc(=O)oc(C)c1C(=O)N1CCCCC1	-0.1%	8.9%	1.7%
NC(=O)c1ccsc1NC(=O)COC(=O)C1CC2CCCC(C1)C2=O (stereo not drawn)	-0.6%	-15.2%	-3.4%
Cc1ccc(-c2csc(-c3cc4c([nH]c3=O)CC(c3ccccc3)CC4=O)n2)cc1 (stereo not drawn)	-4.1%	·	1.46µM*
COc1ccc(Cl)cc1NC(=O)CSc1cc(C)[nH]c(=O)n1	19.8%	·	-9.2%
COc1ccc(CCN(C)C(=O)/C=C/c2c(Cl)nc3ccccn23)cc1OC	-5.0%	5.9%	1.3%
COC(=O)CSc1ccc2nnc(-c3ccc(F)cc3)n2n1	-8.3%	13.7%	-5.8%
COc1ccc(CCNC(=O)c2nn(C)c3c2CS(=O)(=O)c2ccccc2-3)cc1OC	-9.8%	1.4%	-1.2%
CCC(CCCO)CCC[C@H](C)CCC1OCCO1 (stereo partly drawn)	8.0%	·	-28.5%
Cc1cccn2c(=O)nc(SCC(=O)NCc3ccccc3Cl)nc12	6.7%	-1.8%	-0.2%
COC(=O)Cc1c(C)c2ccc(OC3CCCCC3=O)cc2oc1=O (stereo not drawn)	-3.6%	2.4%	-25.2%
COc1ccc(/C=N/NC(=O)C2COc3ccccc3O2)cc1OC (stereo not drawn)	0.1%	-3.0%	11.6%
C=CC[C@@H](CC(=O)OC(C)(C)C)C(=O)OC[C@H]1CCCN1C(=O)[C@@H](CC=C)CC(=O)NCCO	9.4%	·	-2.5%
COc1ccc(C(F)(F)F)cc1NC(=O)c1nc2nc(C)cc(C(F)F)n2n1	-6.7%	8.8%	1.8%
CCOC(=O)c1ccc(-c2n[nH]c(=O)c3ccccc23)cc1	5.4%	-10.2%	-14.9%
CCN(Cc1nc2ccccc2c(=O)[nH]1)C(=O)c1ccc(C)c(NC(=O)c2ccco2)c1	16.6%	·	-22.6%
COc1ccc2c(-c3ccccc3)cc(SCC(=O)NC3CCS(=O)(=O)C3)nc2c1 (stereo not drawn)	?	-11.6%	-23.6%
O=S1(=O)CCO[C@H]2Cc3ccccc3[C@H]2N1Cc1ccc(F)cc1	9.8%&1.0%	-13.3%	-5.9%&-28.3%
O=C(NN1CCOCC1)c1sc2cccc(F)c2c1Cl	1.3%	9.3%	-21.1%
CCc1ccc(C(=O)/C=C/Nc2ccc(S(=O)(=O)Nc3cnc4ccccc4n3)cc2)cc1	11.7%&2.3%	3.7%	-24.3%&-26.6%
CC(C)CN(C(=O)C1COc2ccccc2O1)c1c(N)n(CC(C)C)c(=O)[nH]c1=O (stereo not drawn)	-9.3%	·	0.3%
O=C(c1cccc(F)c1)N1CCC(N2CCOCC2)CC1	1.7%	·	5.8µM*
CCOC(=O)C1=C(C)NC(C)=C(C(=O)OC)[C@H]1c1cccc([N+](=O)[O-])c1	-32.5%	1.8%	26.6µM*
CCN(CC)C(=O)CSc1cn(CC(=O)N2CCCCCC2)c2ccccc12	-0.2%	·	?
Clc1ccc(-c2noc(CN3CCOCC3)n2)cc1	-2.4%	-1.0%	7.9%
COc1ccccc1N1C(=O)CC(Nc2ccc(N3CCOCC3)cc2)C1=O (stereo not drawn)	-2.2%	-3.6%	-19.1%
CCn1c(COc2ccccc2C)nnc1SCC(=O)NC1CCCC1	-8.0%	-6.9%	1.8%
Cc1cc(C)c(C)c(/C=C(/C#N)C(N)=S)c1C	-20.2%	0.9%	2.8%
O=C(Nc1ccc(C(=O)N2CCC(N3CCOCC3)CC2)cc1)c1ccc(Br)o1	-2.1%	-3.6%	-3.4%
O=C(CNS(=O)(=O)c1ccccc1)Nc1ccccc1Br	0.7%	0.8%	-2.4%
CC(=O)Nc1ccc(NC(=O)[C@H](C)NC(=O)c2ccco2)cc1	-0.5%	2.6%	9.7%
Cc1ccc(S(=O)(=O)N(C)c2ccc(OC(=O)CN3C(=O)NC(C)(c4ccccc4)C3=O)cc2)cc1C (stereo not drawn)	9.3%	·	-11.2%
Cc1ccc(-n2cc3ccc([N+](=O)[O-])cc3n2)cc1	3.4%	-23.4%	-22.6%
N#CCCn1c(SCC(=O)NCC2CCCO2)nc2ccccc21 (stereo not drawn)	-12.7%	-4.2%	-2.3%
O=C1CN(S(=O)(=O)c2ccccc2C(F)(F)F)CCN1	0.7%	4.1%	7.1%
CCOCCCNC(=O)C1CCC(CNS(=O)(=O)c2ccc(NC(C)=O)cc2)CC1 (stereo not drawn)	21.0%	·	-5.0%
Cc1ccc(C)c(N2CCN(C(=O)c3c4c(nc5ccccc35)C(=O)N(C3CCCCC3)C4)CC2)c1	0.5%	·	16.4µM*
COc1ccc(N)c2c1OCCC2=O	-0.4%	-9.4%	0.1%
CC(Oc1ccccc1)C(=O)Nc1c(C(=O)Nc2cccc(F)c2)oc2ccccc12 (stereo not drawn)	-5.8%	·	?
COc1ccc(Cl)cc1NC(=O)CCN1CCN(Cc2ccccc2)CC1	-3.4%	-6.8%	?
COc1ccccc1N1CCN(S(=O)(=O)c2ccc(Br)s2)CC1	6.8%	2.5%	1.6%
CCOC(=O)c1ccc(NC(=O)CSc2nnc(CNC(=O)c3c(F)cccc3Cl)o2)cc1	-14.7%	7.0%	19.5%
Cc1ccc(NC(=O)NCc2cccnc2)cc1	1.0%	-0.4%	1.7%
Cc1ccc2nc(C)c(Cl)c(=O)n2c1	8.2%	3.3%	5.4%

Rewritten field by field: 4 of the compounds above
CCOC(=O)c1ccc(NC(=O)CSc2nnc(CNC(=O)c3c(F)cccc3Cl)o2)cc1
  FEN1 inh = -14.7%; N370S GC mod = 7.0%; DT40 TDP1 CPT = 19.5%
COc1ccc(Cl)cc1NC(=O)CCN1CCN(Cc2ccccc2)CC1
  FEN1 inh = -3.4%; N370S GC mod = -6.8%; DT40 TDP1 CPT = ?
Cc1ccc(-n2cc3ccc([N+](=O)[O-])cc3n2)cc1
  FEN1 inh = 3.4%; N370S GC mod = -23.4%; DT40 TDP1 CPT = -22.6%
COc1ccc(N)c2c1OCCC2=O
  FEN1 inh = -0.4%; N370S GC mod = -9.4%; DT40 TDP1 CPT = 0.1%

One compound at a time, as listed above. Screens in order: FEN1 inh | N370S GC mod | DT40 TDP1 CPT
Listed for `COc1ccc(N)c2c1OCCC2=O` = -0.4% | -9.4% | 0.1%
Listed for `COc1ccc(Cl)cc1NC(=O)CCN1CCN(Cc2ccccc2)CC1` = -3.4% | -6.8% | ?

Random excerpt: 2 compounds from above
SMILES	FEN1 inh	N370S GC mod	DT40 TDP1 CPT
COc1ccc(CCNC(=O)c2nn(C)c3c2CS(=O)(=O)c2ccccc2-3)cc1OC	-9.8%	1.4%	-1.2%
O=C(Nc1ccc(C(=O)N2CCC(N3CCOCC3)CC2)cc1)c1ccc(Br)o1	-2.1%	-3.6%	-3.4%

More results follow.
SMILES	FEN1 inh	N370S GC mod	DT40 TDP1 CPT
Cc1cc(OCC(=O)NCCc2ccc(Cl)cc2)c2c(C)cc(=O)oc2c1	19.0%	-10.5%	-12.8%
COc1ccc(-c2nc3ccc(Cl)cn3c2Nc2ccc(C)cc2)cc1	-12.2%	·	?
Clc1ccc(COn2c(-c3ccccc3)nc3ccccc32)cc1	-19.1%	0.0%	?
Cc1[nH][nH]c(=O)c1N=Nc1ccc(S(N)(=O)=O)cc1	-6.7%	·	-17.7%
CNc1ccc(/C=C2\C=Cc3ccccc32)cc1OC	-5.8%	·	-4.6%
CCOC(=O)C1=C(O)/C(=C\c2ccc(O)c(OCC)c2)N=C1C	-6.4%	-16.9%	-7.0%
CCC(=O)N1c2ccc(S(=O)(=O)NCc3cccc(OC)c3)cc2CC1C (stereo not drawn)	7.4%	·	?
COc1ccc(CC(=O)Oc2ccc(C)cc2C)cc1	16.6%	3.2%	0.4%
Cc1ccc(Sc2ncccc2/C=N/O)cc1	-0.4%	10.7%	-4.4%
CCOCCCNC(=O)C1CCN(C(=O)N(C)C)CC1	-0.3%	-1.1%	-5.1%
COc1ccc(C)cc1NC(=O)C(OC(=O)c1cnc(C)cn1)c1ccccc1 (stereo not drawn)	-9.3%	-8.4%	3.9%
Cc1nc2nc(COc3ccccc3)[nH]n2c(=O)c1C	4.2%	2.3%	-23.9%
CCC(Cn1nnc2ccccc2c1=O)NC(=O)Nc1ccc(C)cc1C (stereo not drawn)	-4.2%	·	3.9%
COc1cc(C(=O)NC(c2ccccc2)c2ccccc2)cc(Cl)c1OC	6.2%	3.0%	-4.3%
COc1ccccc1-n1c(SCC(=O)N2CCOCC2)nc2ccccc2c1=O	-5.1%	-6.0%	6.5%
CC(C)NC(=O)/C(C#N)=C/c1ccc2c(c1)OCCO2	-3.0%	2.1%	-1.2%
CCCn1c(C(C)Nc2nc(-c3cccc(Br)c3)cs2)nc2ccccc21 (stereo not drawn)	-22.9%	?	?
Cc1ccnc(NC(=O)CNC(=O)c2cccs2)c1	4.7%	0.5%	-2.0%
CC(C)n1ncc(N2CCOCC2)c(Cl)c1=O	15.4%	-8.4%	-12.1%
O=C(CN1C(=O)NC2(CCCc3ccccc32)C1=O)Nc1ccccc1OC(F)F (stereo not drawn)	-16.1%	·	-4.4%
Cc1sc(N/N=C/C=C/c2ccccc2)nc1-c1ccccc1	-3.9%	-5.0%	?
COP(=O)(c1ccc(N(C)C)cc1)C(O)c1ccccc1 (stereo not drawn)	9.0%	-1.7%	6.1%
Cc1ccc(Oc2ccc(Oc3ccc(C)cc3)nn2)cc1	38.7%[activator]	12.9%	-22.4%
N#CCSc1nc(N)c(C#N)c(C2CCCCC2)c1C#N	-10.5%	8.7%	-6.0%
CC(C)NCCCCOc1cccc(Br)c1	0.6%	-10.2%	?
CCOC(=O)c1c(C)[nH]c(C(=O)COC(=O)c2oc3ccccc3c2C)c1C	-9.0%	-15.4%	-28.7%
CCc1cc2c3c(c(=O)oc2cc1OC)CCCC3	-2.9%	28.0%	-27.9%
Cc1ccc(F)cc1NC(=O)CSc1nc(Nc2ccccc2)nc(N2CCOCC2)n1	-14.7%	-3.5%	?
Cc1ccc(C2=CC(c3ccc(C)cc3)n3ncnc3N2)cc1 (stereo not drawn)	-13.6%	·	-1.4%
C/C(=N\NC(=O)c1ccc(O)cc1)c1ccc(N2CCOCC2)cc1	-0.2%	8.3%	0.6%
NC(=O)C1CCN(C(=O)CN2CCN(c3cccc(C(F)(F)F)c3)CC2)CC1	-4.4%	-4.5%	-19.1%
COc1ccc2nc(NC(=O)Nc3ccccc3OC)sc2c1	7.0%	-24.9%	9.2µM*
CC(C)CN(C(=O)c1cccc([N+](=O)[O-])c1)c1c(N)n(CC(C)C)c(=O)[nH]c1=O	3.2%	-0.5%	2.2%
CN1CCN(C(=S)C(=O)Nc2ccc(Br)cc2)CC1	?	-19.6%	13µM*
Cc1cc(C)c2oc(C(=O)N(Cc3ccc(F)cc3)C3CCS(=O)(=O)C3)cc(=O)c2c1 (stereo not drawn)	-9.2%&11.2%	1.0%	?
CCCc1nn(C)c(C(=O)Nc2ccc(C(C)(C)C)cc2)c1Cl	-13.5%	?	?
Cc1c(C(N)=O)sc2ncn(CC(=O)OC(C)C)c(=O)c12	-2.3%	7.4%	0.9%
NCCc1nnc(SCc2ccc(Cl)cc2)o1	16.6%	·	-19.8%
CCCCOC(=O)Nc1nc2ccc(OC)cc2s1	-4.7%	-11.0%	?
COc1ccccc1/C=C/C=N/N1CCN(c2ccccn2)CC1	11.8%	-4.0%	?
CCOC(=O)C1=CC[C@H]2c3c(c4ccccc4n3C)C(=O)C1N2C(=O)OC(C)(C)C	0.2%	·	?
CCCCC/C=C\C=C\[C@H](O)CCCCCCCC(=O)O	·	18.7%	0.8%[0.628 µM]
Fc1ccc2nc(Nc3nc4cc5c(cc4s3)OCO5)sc2c1	-1.2%	12.3%	?
O=C1CCCCC1Sc1nnc(Cc2cccs2)n1CCc1ccccc1 (stereo not drawn)	4.1%	5.3%	?
O=C(/C=C/c1c(Cl)cccc1Cl)N1CCN(c2ncccn2)CC1	-18.5%	17.2%	-28.6%
Cc1cc(C)nc(NC2=NCC(=O)N2c2ccc(F)c(Cl)c2)n1	-3.0%	4.4%	?
